Screening results (PubChem BioAssay)
LDHA inh = blocks human lactate dehydrogenase A; P00338; purified LDHA, NADH/diaphorase-resazurin fluorescence; active compounds read low; activity change, % (values are at about 110 or 230 µM); 0.15% of 480,000 active; AID 1347041; in the data active = activity change below about -30%; inconclusive = mostly about -25% to -30%;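 also: plate controls were DMSO wells for no effect and wells without enzyme for full effect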
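Enzyme activity of human lactate dehydrogenase 5 (2 nM; 0.06 mM NADH, 0.2 mM pyruvate, 5 min, RT) is measured via a resazurin/diaphorase fluorescence readout of residual NADH.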
12-LOX inh = blocks human arachidonate 12S-lipoxygenase; AID 1671190; 1.1% of 580,000 active; purified 12hLO, xylenol orange hydroperoxide absorbance; Potency, µM (highest dose often 108 µM), for the others: at the top dose activity change, negative = inhibition, hits mostly inhibitors; P18054; active = well fitted inhibition curve with a large enough effect; inconclusive = small, poorly fitted or top-dose-only effect, or another doubt; inactive = no such curve, though single readings can be large or run the other way; also: potency is read from the fitted curve at half-maximal effect
Target sequence (P18054 whole entry, looked up): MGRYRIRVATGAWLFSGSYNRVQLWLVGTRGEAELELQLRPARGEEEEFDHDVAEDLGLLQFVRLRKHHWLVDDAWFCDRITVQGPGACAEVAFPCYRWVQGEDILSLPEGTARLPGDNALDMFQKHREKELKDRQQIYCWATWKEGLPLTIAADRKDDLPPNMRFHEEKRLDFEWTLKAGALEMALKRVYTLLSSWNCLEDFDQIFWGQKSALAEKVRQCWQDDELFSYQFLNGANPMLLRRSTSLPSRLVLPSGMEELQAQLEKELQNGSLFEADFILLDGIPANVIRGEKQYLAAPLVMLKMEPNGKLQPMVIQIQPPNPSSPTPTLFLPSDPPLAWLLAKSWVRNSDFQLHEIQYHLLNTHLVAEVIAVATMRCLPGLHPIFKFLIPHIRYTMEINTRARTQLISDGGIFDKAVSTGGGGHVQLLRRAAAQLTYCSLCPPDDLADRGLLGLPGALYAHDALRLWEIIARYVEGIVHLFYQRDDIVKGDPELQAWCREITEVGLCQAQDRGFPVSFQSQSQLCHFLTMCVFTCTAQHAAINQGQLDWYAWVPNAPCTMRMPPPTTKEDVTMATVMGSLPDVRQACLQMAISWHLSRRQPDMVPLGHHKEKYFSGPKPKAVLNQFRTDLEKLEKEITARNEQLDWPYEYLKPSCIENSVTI
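Purified human 12hLO (150 nM final) in 25 mM Hepes, 0.01% Triton X-100, pH 7.0 was preincubated 15 min at room temperature with compound. Then 40 uM arachidonic acid was added, 30 min. Hydroperoxide was read by Fe-XO absorbance ratio 573/405 nm.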
* = called active by the depositor; ? = inconclusive; [ ] = remark or other dose. Unless noted, % is scaled to controls: 0 for no effect and ±100 for the full control effect. A portion of the library (hit frequency here may not be typical).

SMILES	LDHA inh	12-LOX inh
CCc1nc2ccc(C(=O)Nc3cccc(OC)c3)cn2c1N(CC)Cc1cccc(Br)c1	2	14%
COc1ccc(Oc2c(C)oc3cc(OCc4ccccc4F)ccc3c2=O)cc1	17	45%
COC(=O)c1ccc2nc(-c3cccc(Br)c3)c(Cc3ccc(OC)cc3C)n2c1	2	7.9µM*
CCCCN1C(SCC(=O)N2CCCC2)=NS(=O)(=O)c2ccccc21	9	4%
C=CCN(Cc1cccs1)C(=O)c1cccs1	-2	20%
CCc1sc(C(=O)OCC(=O)Nc2cc(C)on2)cc1C	-10	27%
COc1ccc(CC/C(C)=N/O)cc1	4	-14%
CC1=CC(C)C(/C=N/NC(N)=S)C(C)C1 (stereo unspecified)	-5	?
CCCCNC(=O)C[C@@H]1C[C@@]2(C(=O)OCC)CCC=C2N(Cc2ccc3c(c2)OCO3)C1=O	0	?
CCCCNC(=O)C1C(c2ccc(OC)cc2)=Nc2ccccc2N1C(=O)Cc1cc(OC)cc(OC)c1 (stereo unspecified)	0	-2%
O=C1CN(c2nc(-c3ccccc3)c3ccccc3n2)CCN1	0	3%
CC1=C/C(=N/NC(=S)Nc2ccccc2C(F)(F)F)CC1	0	9%
CC(C)C(=O)NN=C(c1ccccc1)c1ccccc1	5	-3%
Cn1cc(C(C(=O)O)N2CCN(CCc3ccncc3)CC2)c2cc(C(=O)O)ccc21 (stereo unspecified)	21	3%
CCOc1cc(/C=C2\NC(=O)NC2=O)cc(Cl)c1O	6	?
c1csc(CNC2CCCCCCC2)c1	1	11%
CN(C)S(=O)(=O)c1ccc(=O)n(CCOc2ccc(C#N)cc2)c1	-1	9%
NC(=O)c1cc(Sc2ccc3c(c2)OCCCO3)nc2ccccc12	1	?
Cc1ccc(NC(=O)C(c2ccc(Cl)cc2)C(C)C)cc1F (stereo unspecified)	9	?
COc1ccccc1OCCNC(=O)c1ccc2[nH]c(C)c(C)c2c1	2	13%
COc1ccc(/C=C/C(=O)OC(C)C(=O)c2ccc3c(c2)CCC3)cc1OC (stereo unspecified)	-2	-7%
CN(C)CCNc1oc(-c2ccccc2F)nc1S(=O)(=O)c1ccc2c(c1)OCCO2	-5	?
Cc1cc(NC(=O)Nc2c(C3=CCCCC3)c(C)nn2C)ccc1Br	3	?
COC(=O)c1cc(-c2cccc(C)c2)nc2ccccc12	-4	16%
CCC(=O)N1CCC(C)(C(=O)Nc2cc(OC)c(OC)c(OC)c2)C1 (stereo unspecified)	4	-2%
COc1ccc(/C=C(/C#N)c2nc3ccccc3[nH]2)cc1Cl	7	7%
c1ccc2c(c1)oc1c(-c3ccc4nccn4c3)cccc12	-11	?
N#Cc1c(N)n[nH]c1CCCNC(=O)NC(c1ccccc1)C1CC1 (stereo unspecified)	4	2%
CCN(C(=O)c1cn(C)c(=O)c2cc(OC)c(OC)cc12)c1ccc(C)c(C)c1	3	-20%
CC1CCC(N(C)C(=O)CSc2nnc(N)s2)CC1 (stereo unspecified)	0	21%

Arranged by value in LDHA inh (lowest first): some entries from above.
SMILES	LDHA inh	12-LOX inh
c1ccc2c(c1)oc1c(-c3ccc4nccn4c3)cccc12	-11	?
CN(C)CCNc1oc(-c2ccccc2F)nc1S(=O)(=O)c1ccc2c(c1)OCCO2	-5	?
COc1ccc(/C=C/C(=O)OC(C)C(=O)c2ccc3c(c2)CCC3)cc1OC (stereo unspecified)	-2	-7%
CC1CCC(N(C)C(=O)CSc2nnc(N)s2)CC1 (stereo unspecified)	0	21%
Cc1cc(NC(=O)Nc2c(C3=CCCCC3)c(C)nn2C)ccc1Br	3	?
CCC(=O)N1CCC(C)(C(=O)Nc2cc(OC)c(OC)c(OC)c2)C1 (stereo unspecified)	4	-2%
COc1ccc(/C=C(/C#N)c2nc3ccccc3[nH]2)cc1Cl	7	7%

(listing goes on)
SMILES	LDHA inh	12-LOX inh
c1ccc(CNC2CCCCC2)cc1	5	15%
COc1ccccc1NC(=O)Nc1c(NC2CCCCC2)c2ccccc2oc1=O	-3	-48%
COc1cccc(-c2nc(-c3cc4cc(OC)ccc4[nH]c3=O)no2)c1	27	?
N#C/C(=C\c1cccnc1)C(=O)NC1CCCC1	-1	-23%
O=C(Nc1ccccc1C(=O)OCC(=O)N1CCCC1=O)c1ccco1	3	?
CCOC(=O)COc1ccc2c(=O)c(-c3ccc(OC)cc3)coc2c1	28	20%
O=C(O)/C(=C/c1ccccc1)c1cccs1	4	-30%
CCCNc1c(NC(=O)Nc2ccc(Br)cc2F)c(=O)oc2ccccc12	-5	-6%
O=C(COc1ccccc1F)Nc1ccc2c(=O)c3cccc(F)c3oc2c1	-3	?
COc1ccc(NC(=O)CSCc2cc(=O)c3cccc(F)c3[nH]2)cc1	2	-3%
COc1ccccc1NCC(=O)NNC(=O)COc1ccc2ccccc2c1	0	2%
Cc1ccc(C2=NN(C(=O)Cn3cnc4sccc4c3=O)C(c3ccco3)C2)cc1 (stereo unspecified)	0	?
CCn1cc(Br)c(C(=O)Nc2ccc(C)cc2C)n1	0	?
Cn1c(=O)c2nc(SCc3cccc4ccccc34)n(C)c2n(C)c1=O	-2	-1%
COc1ccc(NC(=O)CSc2nnc(CC3CCS(=O)(=O)C3)n2C)cc1 (stereo unspecified)	0	-7%
CCCn1nc(C(=O)OCCOc2ccc(C)cc2)c2ccccc2c1=O	-10	-21%
CC(=O)c1c(Cc2ccccc2)sc(C#N)c1C	8	5%
CCCCCCCCCCCCSCCO	-1	?
COc1cc(/C=C(/NC(=O)c2ccccc2)C(=O)O)ccc1OCc1ccccc1	-6	-20%
Cc1c(S(=O)(=O)N2CCCC2c2ccc(Cl)cc2)cnn1C(F)F (stereo unspecified)	25	9%

Entries of single compounds from above. Screens in order: LDHA inh | 12-LOX inh
`Cc1cc(NC(=O)Nc2c(C3=CCCCC3)c(C)nn2C)ccc1Br` in the list: 3 | ?
`COc1ccc(/C=C(/C#N)c2nc3ccccc3[nH]2)cc1Cl` in the list: 7 | 7%
`N#Cc1c(N)n[nH]c1CCCNC(=O)NC(c1ccccc1)C1CC1` (stereo unspecified) in the list: 4 | 2%

(listing goes on)
SMILES	LDHA inh	12-LOX inh
O=C(NC1CCN(c2ccccc2S(=O)(=O)C(F)(F)F)CC1)C1CC1	-7	54%[activator]
COc1ccccc1-c1cnc(C(O)c2cc(C)ccc2C)[nH]1 (stereo unspecified)	-8	5%
COc1ccccc1NC(=O)CSc1nnc(C)n2c1cc1oc(C)cc12	0	?
CCCCCCNC(=O)c1cc(-c2ccccc2)nc2ccccc12	1	-23%
O=C(c1ccc(C(F)(F)F)cc1)N1CCNCC1	-3	?
COc1cc2cc(C(=O)N[C@H](C(=O)Nc3nccs3)C(C)C)n(C)c2c(OC)c1OC	4	0%
COC(=O)c1sc(NC(=O)COC(=O)c2ccc3c(c2)NC(=O)CS3)c(C(=O)OC)c1C	3	14%
N#Cc1nc(-c2ccccc2F)oc1NCCCN1CCOCC1	0	7%
CC(=O)Nc1ccc(C(=O)Nc2ccc3sc(NC(=O)C(C)C)nc3c2)cc1	3	-19%
CCOc1ccccc1NS(=O)(=O)c1cc(C(C)(C)C)ccc1C	0	-10%
CCOc1ccc(-n2c(SCC(=O)N(C)c3ccc(F)cc3)nc3[nH]ncc3c2=O)cc1	-13	7%
Cc1ccc(C)c(S(=O)(=O)NCCc2ccccc2F)c1	-1	-30%
O=C(O)C(c1c[nH]c2ccc(Cl)cc12)N1CCN(Cc2ccc(Cl)cc2Cl)CC1 (stereo unspecified)	-4	?
O=c1cc(CN2CCN(Cc3cccc(C(F)(F)F)c3)CC2)nc2ccc(Br)cn12	-6	-9%
COc1cc(C(=O)Nc2cc(-c3nc4ccccc4o3)ccc2C)cc(OC)c1OC	-3	-1%
COc1ccc(OC)c(NC(=O)C2(C)CCN2C(=O)C2(c3ccc(Cl)cc3)CCC2)c1 (stereo unspecified)	-3	-15%
O=C(NC1CC1)c1ccc(Sc2ccccn2)cc1	0	-5%
CCc1ccc(-c2cc3c(=O)[nH]nc(SCC(=O)NC(C)(C)C)n3n2)cc1	-1	5%
COC(=O)c1ccc(C(=O)NCc2ccccc2C)cc1	-13	-24%
COc1ccc(C(=O)C(Cl)C(=O)c2ccc(OC)cc2)cc1	0	?
CCCc1ccc(-c2cc(C(=O)NCc3cnn(C)c3)c3ccccc3n2)cc1	1	-5%
COc1ccc(CNc2oc(COc3cccc(Cl)c3)nc2C#N)cc1	-1	?
CCOc1cc(/C=C/C(=O)c2ccc(C#N)cc2)cc(Cl)c1OC	?	?
CNC(=O)c1cccc(NC(=O)Cc2nc(-c3ccccc3)oc2C)c1	-9	-2%
CN(C(=O)c1cc(-c2ccccc2)c(N2CCOCC2)s1)C1CCS(=O)(=O)C1 (stereo unspecified)	7	-15%
C=CCNC(=S)Nc1cc(Cl)ccc1Cl	-4	19%
COc1ccc(Nc2ncnc3c2cnn3-c2ccccc2Cl)cc1	4	3%
CC(C)C(=O)N1CCN(Cc2coc(-c3ccc(Cl)cc3)n2)CC1	-19	-10%
CNc1oc(-c2cccc(C)c2)nc1S(=O)(=O)c1ccccc1	-8	-2%
CCN1CCN(c2ccc(S(=O)(=O)N(CC)CC)cc2NC(=O)c2ccc(F)cc2)CC1	5	-43%
O=C(CSc1ncc(-c2ccc(F)cc2)o1)Nc1ccc(F)c(Cl)c1	-6	-16%
O=C(Nc1ccc(Cl)cc1Cl)c1cnc2ccccc2n1	9	?
Cc1cnc(CNC(=O)c2ccc3sc([C@H]4C[C@H](O)[C@@H](CO)O4)nc3c2)cn1	0	-8%
CCCCn1nnnc1C(c1cccc2ccccc12)N1CCN(C/C=C/c2ccccc2)CC1 (stereo unspecified)	-1	-8%
Cc1ccc(C)c(-n2nnnc2SCc2nc3ccccc3o2)c1	-2	20%
N#CC1(NC(=O)CSc2ccc3c(c2)OCCCO3)CCCC1	10	-14%
CC1CCC(NC(=O)C2(c3ccccc3)CC2)CC1 (stereo unspecified)	-7	-25%
OC1c2cc(Cl)cc(Cl)c2N=C2CCCN21 (stereo unspecified)	0	11%
Fc1ccc(OCc2cc(-c3ccco3)on2)c(Br)c1	7	?
CCc1ccc(NC(=O)CCS(=O)(=O)c2cc(-c3cc(C)no3)ccc2OC)cc1	-1	7%
O=C(CN1CCCC1c1ccccc1)Nc1cccc(F)c1 (stereo unspecified)	-2	-23%
CC(C)n1nnnc1C1c2ccccc2C(=O)N1CCOc1ccccc1 (stereo unspecified)	-8	9%
N#Cc1c(NC(=O)CSc2nc3ccccc3[nH]2)sc2c1CCCCC2	15	?
CCc1nnsc1C(=O)N(C)CCOc1ccccc1F	-6	?
CC(C)(C)c1ccc(-c2nnc(SCC(=O)N3CCOC3=O)n2C2CCCC2)cc1	4	-28%
CCc1ccccc1NC(=O)Cn1cnc2c1c(=O)n(C)c(=O)n2C	2	?
CCOC(=O)C(=O)N(C)c1c(CC)nc2c(OCCC3CCCCC3)cccn12	0	?
CC(C)OCCC(=O)N1CCCC(CN2CCN(c3ccccn3)CC2)C1 (stereo unspecified)	4	17%
Cc1cc2c(nc1C)sc1c(=O)n(CC(=O)N3CCOCC3)cnc12	7	7%
Cc1ccccc1CN1C(=O)C(O)(CC(=O)c2ccc(F)cc2)c2cc(Cl)ccc21 (stereo unspecified)	-16	?

(more compounds)
SMILES	LDHA inh	12-LOX inh
O=C(/C=C/c1cccnc1)c1cc2ccc1CCc1ccc(cc1)CC2	-14	22%
Cc1ccccc1NC(=O)NN	1	37%[activator]
Cc1ccccc1-c1nc(C#N)c(NCCCN2CCOCC2)o1	18	-14%
O=C1CN(C(=O)CCc2ncc(-c3ccc(Cl)cc3)o2)CCN1	-7	17%
CCCOc1ccc(F)cc1-c1cc(C(=O)Nc2ccc(C)c(NS(C)(=O)=O)c2)[nH]n1	-7	-2%
Cc1ccc(C)c(Nc2nnc(-c3ccc(C)c(S(N)(=O)=O)c3)c3ccccc23)c1	4	?
CCc1ccc(NC(=O)Cn2cc(OC)c(=O)cc2CN2CCN(C(C)=O)CC2)cc1	2	4%
O=C(O)c1cnc(OCC(F)(F)F)c(Cl)c1	-4	-8%
CC(C)n1c(Br)nc2c1c(=O)[nH]c(=O)n2C	7	?
N#Cc1ccc(CNc2cccc(Br)c2)c(F)c1	-4	?
CC(C)c1noc(COc2ccc(C(N)=O)cc2)n1	11	-6%
CC1(C)CC(NC(=O)CCc2ncc(-c3ccccc3)o2)CC(C)(C)N1	1	0%
Cn1c(=O)c2nc(SCCC(=O)Nc3ccccc3)n(C)c2n(C)c1=O	8	-6%
CCOc1ccc(C(=O)Nc2ccc3oc(-c4ccc(C)cc4)nc3c2)cc1[N+](=O)[O-]	6	17%
COc1cccc(/C(O)=C2\C(=O)C(=O)N(c3ccccn3)C2c2cccc(Br)c2)c1 (stereo unspecified)	9	35µM*
